High-throughput results deposited in PubChem by several laboratories.
aDG glyco act: increases alpha dystroglycan glycosylation; Pro5-aDG cells, alpha-DG glycosylation AlphaScreen (IIH6); 0% Pro5, 100% B10-LARGE cell signal; activation, % at 10 µM; 360,000 tested, 0.22% active;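 active means activation of at least 8% versus controls, or a plate z-score of at least 8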;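 further: Pro5 are CHO cells carrying HIG-tagged alpha-DG that lacks glycosylation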
HTR2A ag: activates the mouse 5-HT2A serotonin receptor. activation, % at 7.6 µM. CHO-K1 mHTR2A beta-arrestin complementation, luminescence; percent of 30 µM serotonin response. 360,000 tested, 0.66% active. AID 624169. P35363;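 active means activation above a run cutoff, the mean activation of all tested compounds plus 3 SD, cut at about 14% in these data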;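 further: 0% = plate median of compound wells and 100% = 30 µM serotonin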
PDI turbidity: blocks human protein disulfide isomerase activity. P07237. PDI insulin aggregation turbidity, A650, 90 min. inhibition, % at 10 µM. 350,000 tested, 0.052% active. AID 588391;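 active means mean inhibition across replicates of 30% or more, whatever share of single replicates reach that level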;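 further: absorbance from insulin aggregation driven by PDI reduction with DTT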
Glyco luc inh: N-linked glycosylation inhibition. D54 ERlucT glycosylation luciferase reporter, 24 h; percent of 100 nM tunicamycin response. reporter increase, % at 12.5 µM. 360,000 tested, 0.23% active. AID 588692;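 active means mean luciferase reporter signal, scaled so untreated is 0 and the glycosylation-blocking control 100, at or above a set limit in every replicate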;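 further: luciferase carries N-glycosylation sites so blocking glycosylation raises the light; 0% = median of neutral control wells and 100% = median of 100 nM tunicamycin wells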
ABCB6 inh MLPCN: blocks the human ABCB6 transporter; Q9NP58; K562-ABCB6 porphyrin accumulation, flow cytometry, 1 h; hits give low values; fluorescence ratio to DMSO, % at 10 µM; 360,000 tested, 0.19% active;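 active means fluorescence ratio to DMSO below 75%, the collection mean minus 3 SD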;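 further: signal is porphyrin accumulated inside mitochondria; 100% equals median channel fluorescence of DMSO control wells; lower ratio means ABCB6 inhibition with less porphyrin fluorescence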
Target sequence (Q9NP58 whole entry, looked up): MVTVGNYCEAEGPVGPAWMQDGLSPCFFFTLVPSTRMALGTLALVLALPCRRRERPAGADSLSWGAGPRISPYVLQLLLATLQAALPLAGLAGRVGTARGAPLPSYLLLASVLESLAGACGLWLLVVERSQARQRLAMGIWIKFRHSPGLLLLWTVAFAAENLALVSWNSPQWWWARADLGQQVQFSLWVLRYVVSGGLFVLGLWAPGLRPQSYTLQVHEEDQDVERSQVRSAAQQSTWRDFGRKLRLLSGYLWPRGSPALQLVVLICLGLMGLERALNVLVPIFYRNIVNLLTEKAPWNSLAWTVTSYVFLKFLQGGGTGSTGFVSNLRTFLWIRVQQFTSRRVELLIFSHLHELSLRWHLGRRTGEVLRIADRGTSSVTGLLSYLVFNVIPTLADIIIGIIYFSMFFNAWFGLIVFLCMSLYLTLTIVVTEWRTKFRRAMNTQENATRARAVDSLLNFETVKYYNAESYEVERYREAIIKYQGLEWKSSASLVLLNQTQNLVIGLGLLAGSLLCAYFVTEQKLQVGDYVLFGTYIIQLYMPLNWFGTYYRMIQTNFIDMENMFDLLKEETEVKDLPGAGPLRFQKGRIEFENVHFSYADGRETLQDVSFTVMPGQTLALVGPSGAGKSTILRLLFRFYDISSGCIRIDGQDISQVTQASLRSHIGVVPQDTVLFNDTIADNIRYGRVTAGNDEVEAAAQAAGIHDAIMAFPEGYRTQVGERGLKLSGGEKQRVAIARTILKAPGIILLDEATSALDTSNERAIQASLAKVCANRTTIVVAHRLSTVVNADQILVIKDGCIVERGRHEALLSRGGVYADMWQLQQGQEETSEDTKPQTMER
MC4R ag barr: human MC4R agonism via beta-arrestin; activation, % at 8.9 µM; AID 540308; 360,000 tested, 0.98% active; U2OS MC4R beta-arrestin complementation, luminescence; percent of melanotan II response, DMSO zero; P32245;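 active means activation above a per-plate cutoff, the mean activation of sample wells on that plate plus 3 SD, cut at about 8% in these data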
MC4R antag cAMP: human MC4R antagonism in cAMP assay | P32245 | MC4R-expressing cells, MTII-stimulated cAMP, LANCE TR-FRET | inhibition, % at 6.5 µM | 360,000 tested, 0.48% active | AID 540295;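 active means inhibition above its plate's cutoff, the mean of tested wells on that plate plus 3 SD, cut at about 29% in these data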;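 further: 0% = Melanotan II alone and 100% = Melanotan II plus saturating MCL0020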
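material = U2OS cells stably expressing human melanocortin 4 receptor (MC4R) | also added = Melanotan II challenge | dosing = single nominal compound dose of 6.5 µM | detection = TR-FRET with Eu-cAMP and labeled anti-cAMP, 671 nm | replication = singlicate | timing = compound 30 min, challenge 1 h, detection 1 h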
H9c2 protect: protects H9c2 cardiomyocytes from peroxide injury; protection from H2O2 cell death, % at 20 µM; AID 588492; 360,000 tested, 0.63% active; H2O2 injury protection, ATPLite, 2 h;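 active means compounds giving at least 50% protection of heart cells from peroxide-induced death in the single-dose screen, raw or plate-pattern-corrected value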;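 further: 0% = DMSO wells with peroxide and 100% = DMSO wells without peroxide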
Vif imaging: blocks HIV Vif function | HEK293T cells, Vif self-association by quenched fluorescence, imaging, 24 h | 340,000 tested, 0.35% active | AID 602346 | inhibition, % at 7.49 µM; in the data active means inhibition above about 50%, passing the limit was not always enough; further: some results filed as inactive read as strong as hits
CaV13 ICDI inh: Disruptors of the CACNA1D IQ motif to Ca2+-dependent inactivation inhibitor domain association, primary screening, Förster resonance energy transfer in intact living … | HEK cells, CFP/YFP FRET ICDI-IQ, plate reader, 10 min; percent FRET-ratio fall versus neutral wells | 340,000 tested, 0.098% active | inhibition, % at 12.3 µM | AID 743397;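 active means mean replicate inhibition of at least 30% and at least 1% of replicates passing that level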;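 further: 0% = median of the neutral control wells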
Numbers without * were called inactive; . = not tested or not shown.

SMILES	aDG glyco act	HTR2A ag	PDI turbidity	Glyco luc inh	ABCB6 inh MLPCN	MC4R ag barr	MC4R antag cAMP	H9c2 protect	Vif imaging	CaV13 ICDI inh
COc1ccc(Cl)cc1S(=O)(=O)N1CCCC(C(=O)NCc2ccccc2)C1 (stereo not drawn)	0.3	1	-2	0	98	-4.1	-2	-7	-5	.
Cc1nc2ccccn2c1P(=O)(N1CCCCC1)N1CCCCC1	0.1	3	1	1	99	-1.6	1	-5	.	.
COc1ccc(OC)c(CCNC(=O)c2nn(C)c3c2CS(=O)(=O)c2ccccc2-3)c1	-0.2	0	-12	-3	101	-1.2	-1	11	-4	-15
COc1cccc(C2=NOC(C(=O)Nc3ccccc3SC)C2)c1 (stereo not drawn)	-0.1	-5	-3	-2	90	-0.2	-2	0	0	-8
CCCCn1nc(C(=O)N(C)Cc2nc3ccccc3c(=O)[nH]2)c2ccccc2c1=O	0.0	1	14	1	97	2.0	1	41	-1	-5
O=C(O)c1ccccc1NS(=O)(=O)c1ccc2c(c1)OCCO2	-0.3	0	3	2	96	0.8	3	17	.	-6
Cc1c(CCC(=O)NCCCn2ccnc2)c(=O)oc2cc3occ(C(C)(C)C)c3cc12	-0.2	-4	4	-4	101	0.9	9	-4	-1	-4
O=C1c2ccc(Oc3ccc4c(c3)C(=O)N(CCCO)C4=O)cc2C(=O)N1CCCO	0.4	3	-8	-1	103	0.7	-5	24	-1	-7
Cn1c(=O)c2cc(NC(=O)Cc3cccnc3)ccc2n1-c1ccc2ccccc2c1	-0.2	0	-7	3	102	-2.2	1	4	-5	-7
COc1cc(NCCCC(C)N)c2ncccc2c1 (stereo not drawn)	0.6	1	-2	-8	176	0.4	-5	-24	.	-6
CCn1cc(/C=C(\NC(=O)c2ccccc2)C(=O)NCCN2CCOCC2)c2ccccc21	-0.3	-4	2	1	94	1.5	9	4	-2	-9
CN(CC(=O)N1CCc2ccccc2C1)S(=O)(=O)c1ccc2c(c1)c(=O)n(C)c(=O)n2C	0.0	0	1	1	96	0.4	6	17	.	-6
O=C(N/N=C/c1cn(-c2ccccc2)nc1-c1cccnc1)c1ccc(F)cc1	-0.1	-3	-6	-1	92	-2.7	-4	71*	-3	-5
O=C(NCC(O)CO)c1csc(Nc2cccc3ccccc23)n1 (stereo not drawn)	0.0	2	7	1	101	0.2	-4	0	-4	-4
O=C(Nc1ccc(S(=O)(=O)N2CCCCC2)cc1)C1CCN(C(=O)c2ccco2)CC1	0.1	2	-13	-1	94	-1.7	9	-1	-6	-4
CCc1ccccc1NC(=O)CSc1nc2cc(C(=O)NCC3CCCO3)ccc2c(=O)n1CC1CCCO1 (stereo not drawn)	-0.1	-6	1	-2	100	-2.8	4	8	5	-7
Cc1noc(NS(=O)(=O)c2ccc(N3C(=O)c4ccccc4C3=O)cc2)c1C	-0.1	0	-9	.	99	-1.3	-4	10	.	-5
C/C(=C\c1ccccc1)CN1CCN(c2cccc(Cl)c2)CC1	-0.2	-3	2	0	101	0.7	4	-14	3	-4
Cn1c2ccc(F)cc2c2nnc(SCCN3CCCCC3)nc21	-0.1	-7	-7	11	99	-1.5	-6	-2	-7	-17
Cc1ccc(CNC(=O)c2cc(=O)c3cc(C)ccc3o2)cc1	0.0	-4	-6	2	93	3.5	5	-4	5	-15
CC(C)CNC(=S)N1CCN(c2nc3ccccc3s2)CC1	0.8	5	-13	1	95	-1.4	5	-17	-11	-4
CCN(CC)S(=O)(=O)c1ccc(N2CCOCC2)c(NC(=O)Cc2cccc3ccccc23)c1	0.9	-3	-11	-6	96	-0.9	4	-3	-9	-18
COc1ccc(CNC(=O)CN2CCN(c3cccc(C)c3C)CC2)cc1	0.1	-3	-2	0	105	-0.9	3	-5	.	-6
CC(=O)c1c(O)ccc2c(-c3ccccc3)cc(=O)oc12	-0.2	-1	6	0	93	-1.2	4	8	-3	-5
O=C(Nc1cccc2ccccc12)c1ccc(Br)o1	-0.1	-3	12	1	87	-2.2	-6	-3	.	-4
O=C(Nc1ccc(Br)cc1)c1ccc(F)c(S(=O)(=O)NCc2cccs2)c1	3.9	1	-4	-3	96	0.7	20	-15	-22	-5
COc1cccc(/C=N/n2c(C3CCCCC3)n[nH]c2=S)c1	0.1	9	1	-2	92	1.1	14	-4	-9	-5
CCc1nnc(NC(=O)CSc2nccn2-c2cccc(C)c2C)s1	0.4	1	.	7	96	-1.4	4	-12	-2	-3
CCOc1ccc2nc(NCCO)[nH]c2c1	0.0	3	9	3	107	2.6	7	-13	10	-1
CN1C(=O)C(C)(C)c2cc(S(=O)(=O)NCc3ccc(C(=O)NCc4ccco4)cc3)ccc21	-0.2	3	10	1	101	0.7	2	0	17	-5
CCCN(CC(=O)Nc1ccc(Cl)cc1Cl)C(=O)c1ccc(=O)[nH]c1	-0.4	2	-15	2	96	-1.1	4	0	-1	-2
CCCNC(=O)CSc1nnc(C)s1	-0.1	-3	13	4	104	-0.6	2	6	.	-7
Cc1cc(NC(=O)COC(=O)CCC(=O)c2ccc(F)cc2)no1	-0.2	5	6	1	94	2.5	14	1	-1	1
Cc1ccccc1-c1noc(-c2ccc(Cl)cc2)n1	0.2	-1	-4	3	99	1.7	12	-17	3	-4
COc1ccc2nnc(-c3ccc(C(F)(F)F)cc3)n2n1	0.1	-7	-4	-2	89	-1.3	2	0	-2	0
Cc1ccc(S(=O)(=O)NNC(=S)Nc2cccc(F)c2)cc1	0.0	11	-11	1	95	2.4	0	0	-2	-2
COC(=O)CC(NS(=O)(=O)c1cccs1)c1cccc2ccccc12 (stereo not drawn)	0.4	-5	15	0	89	-1.7	-1	3	-2	-4
Cc1ccccc1C(=O)NC1CCN(CC(=O)Nc2ccc(Br)cc2)CC1	0.1	-5	-4	-3	98	-1.3	5	7	3	-5
O=C(O)C1C=CCC(C(=O)O)C1 (stereo not drawn)	0.1	3	10	2	102	-2.4	13	2	.	-6
O=C(CCCC(=O)c1ccccc1)NCCc1ccccc1	0.0	-4	-6	1	95	-0.1	8	1	-7	-4
CCC(C(=O)OCC(=O)N1CCN(c2ccc(OC)cc2)CC1)c1ccccc1 (stereo not drawn)	0.4	3	-10	-2	101	3.5	15	2	-2	-6
COc1ccc(-c2noc(CCC(=O)N3CCN(c4cccc(C)c4C)CC3)n2)cc1	-0.1	0	0	2	98	0.7	1	-13	13	-9
O=C(O)CCC(=O)Nc1nc(-c2ccccc2)cs1	0.0	1	-2	-1	104	-0.5	3	-3	-23	.
COCCNC(=S)N(C)C1(c2ccccc2Cl)CCCCC1=O (stereo not drawn)	0.2	0	-2	1	98	-2.5	1	0	-8	-1
NC(=O)c1nnn(-c2cccc(C(F)(F)F)c2)c1-c1ccccc1	0.0	-4	-4	1	97	-1.6	8	-2	4	-16
COc1cc(/C=C/C(=O)OCC(=O)c2ccc[nH]2)ccc1O	0.1	6	-7	2	90	-0.3	0	-2	-7	-11
C=CCOc1nc2c(c(=O)n(C)c(=O)n2C)n1Cc1ccc(Cl)cc1	3.3	2	-1	-4	94	-1.6	-23	-14	-8	-5
CN(C)CCSc1nc(N)c2c3c(sc2n1)CN(C)CC3	0.0	-6	-9	-4	95	-1.1	-1	4	3	-7
CC1(NC(=S)NCCO)CCS(=O)(=O)C1 (stereo not drawn)	-0.3	2	-2	1	98	-0.5	14	6	0	-4
O=C(Nc1ccccc1)Nc1cccc(Cl)c1	1.5	-4	-3	-6	92	4.7	2	-11	.	-3
O=C(COC(=O)C1CC(O)CN1S(=O)(=O)c1ccc(Cl)cc1)c1ccccc1Cl (stereo not drawn)	0.0	-2	10	1	104	-0.2	-6	6	-2	-1
CNc1cc([N+](=O)[O-])ccc1N/C=C/C(=O)c1cccs1	0.1	-1	-2	-1	106	-2.7	-11	7	9	-1
COc1ccc(NC(=O)c2cc3ccccc3oc2=O)cc1	0.1	5	3	-21	93	-0.7	6	-9	8	-11
CN(Cc1nc(-c2cnccn2)no1)C1CC(C)(C)NC(C)(C)C1	-0.3	3	-1	0	102	1.1	8	2	0	-2
O=C(CN(C(=O)CNS(=O)(=O)c1ccccc1)c1ccc2c(c1)OCCO2)NCc1ccco1	0.2	1	-13	2	99	-0.1	3	0	17	-4
O=C(O)c1c(NC(=O)N2CCOCC2)sc2c1CCCC2	0.0	1	-6	-2	94	0.3	18	-1	15	-21
CC(C)C(Nc1ccc(S(=O)(=O)N2CCOCC2)cc1[N+](=O)[O-])C(=O)O (stereo not drawn)	0.4	0	3	2	101	-1.9	2	9	1	-7
O=C(Cn1cncc1-c1ccc([N+](=O)[O-])cc1)Nc1ccccc1F	0.1	-2	2	2	99	1.1	0	-2	-5	-3
Cc1ccc(N(CC(O)CN2C(=O)NC(C)(C)C2=O)S(=O)(=O)c2ccc(C)cc2)cc1 (stereo not drawn)	-0.4	-6	-1	-1	96	-1.9	13	-1	-3	-6
CCc1nnc(NC(=O)CSc2nnc(C3CCCCC3)n2-c2ccccc2)s1	0.4	1	6	0	94	1.0	10	3	-5	-4

In a second layout: results already given.
compound | aDG glyco act | HTR2A ag | PDI turbidity | Glyco luc inh | ABCB6 inh MLPCN | MC4R ag barr | MC4R antag cAMP | H9c2 protect | Vif imaging | CaV13 ICDI inh
O=C(CN(C(=O)CNS(=O)(=O)c1ccccc1)c1ccc2c(c1)OCCO2)NCc1ccco1 | 0.2 | 1 | -13 | 2 | 99 | -0.1 | 3 | 0 | 17 | -4
O=C(O)c1c(NC(=O)N2CCOCC2)sc2c1CCCC2 | 0.0 | 1 | -6 | -2 | 94 | 0.3 | 18 | -1 | 15 | -21
CC(C)C(Nc1ccc(S(=O)(=O)N2CCOCC2)cc1[N+](=O)[O-])C(=O)O (stereo not drawn) | 0.4 | 0 | 3 | 2 | 101 | -1.9 | 2 | 9 | 1 | -7

Next part
SMILES	aDG glyco act	HTR2A ag	PDI turbidity	Glyco luc inh	ABCB6 inh MLPCN	MC4R ag barr	MC4R antag cAMP	H9c2 protect	Vif imaging	CaV13 ICDI inh
O=C(Nc1ccccc1)c1sc2cc(C(F)(F)F)cnc2c1-c1cccs1	0.5	3	4	-1	84	1.0	12	-10	9	-7
CCn1ccnc1CN(C)Cc1cn(-c2ccc(C)cc2)nc1-c1cccc(C)c1	0.4	-7	-1	-3	101	1.3	-1	-2	-11	-2
O=C(CN1C(=O)c2ccccc2C1=O)Nc1sc2c(c1C(=O)NCc1ccco1)CCCC2	0.1	2	-1	1	81	-2.1	-1	4	12	.
Cc1nc2ncnn2c(C)c1CCC(=O)NCc1ccc2c(c1)OCO2	-0.1	7	-4	0	97	-1.3	6	2	1	-4
Fc1cccc(COc2ccccc2CNc2ccccc2)c1	-0.1	-8	1	1	92	-0.8	-1	-10	-2	-15
COC(=O)/C=c1\sc2n(c1=O)C(C)=CC(C)(C)N=2	0.1	1	2	0	95	-0.9	9	7	-2	-6
CN(C(=O)c1ccccc1-c1ncc[nH]1)C1CCCN(Cc2ccccc2F)C1 (stereo not drawn)	0.0	-8	-4	1	99	-1.9	4	-1	3	-5
CCC1CCC(c2nnc(-c3ccc([N+](=O)[O-])cc3)o2)CC1 (stereo not drawn)	-0.1	1	6	0	98	-0.9	-1	4	-4	-5
